# A3G deaminase = APOBEC3G DNA deaminase inhibitors, primary screen, biochemical, fluorescence, single-stranded DNA substrate, uHTS | DNA dC->dU-editing enzyme APOBEC-3G (Homo sapiens), Q9HC16 | recombinant A3G, ssDNA deamination FAM/TAMRA fluorescence | inhibition, % at 20 µM | 330,000 tested, 0.28% active;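 active means inhibition of at least 40% at 20 µM, with no more than 30% in the related APOBEC3A deaminase screen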;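 further: plate controls were DMSO wells with A3G for no effect and wells lacking A3G enzyme for full effect; some compounds called inactive have numbers as strong as hits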
# Target sequence (Q9HC16 whole entry, looked up): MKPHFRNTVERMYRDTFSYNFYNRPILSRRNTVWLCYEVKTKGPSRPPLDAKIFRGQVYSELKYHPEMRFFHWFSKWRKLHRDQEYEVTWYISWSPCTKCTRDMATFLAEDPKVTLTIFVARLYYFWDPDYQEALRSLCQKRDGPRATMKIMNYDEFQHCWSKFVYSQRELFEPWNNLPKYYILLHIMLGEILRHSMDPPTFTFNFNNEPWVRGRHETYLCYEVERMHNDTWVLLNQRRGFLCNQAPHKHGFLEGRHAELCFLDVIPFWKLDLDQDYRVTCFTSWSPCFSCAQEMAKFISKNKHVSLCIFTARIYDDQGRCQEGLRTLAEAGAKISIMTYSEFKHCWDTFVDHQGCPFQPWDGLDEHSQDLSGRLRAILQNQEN
# mIAP activ = activators of mouse IAP, primary screen, biochemical, luminescence, uHTS | intestinal alkaline phosphatase [Mus musculus] | muIAP, CDP-Star luminescence, 30 min; active compounds read high; 1 = vehicle-only enzyme signal, 0 = enzyme-free wells | activation factor at 10 µM | 330,000 tested, 0.24% active | AID 2805, 2010;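 active means activation factor of at least 2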; further: the source names both 10 and 20 µM as test concentration; values of inactives mirror those of a sister screen read the other way
#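 Assay system: mouse IAP enzyme; Reagent: CDP-Star chemiluminescent phosphatase substrate; Compound: DMSO-dissolved test compounds; Incubation: 30 min, room temperature; Technique: luminescence from enzymatic CDP-Star hydrolysis; Controls: DMSO-only wells and no-enzyme negative control.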
# A3A deaminase = APOBEC3A ssDNA deaminase inhibitors, primary screen, selectivity assay for APOBEC3G inhibitor project, biochemical, FAM/TAMRA oligo cleavage fluorescence | recombinant A3A, FAM/TAMRA ssDNA deamination fluorescence | 330,000 tested, 0.41% active | inhibition, % at 20 µM | DNA dC->dU-editing enzyme APOBEC-3A (Homo sapiens), P31941;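 active means at least 40% inhibition at 20 µM here, with at most 30% in a related deaminase screen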;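 further: plate controls were A3A with DMSO for no effect and wells lacking A3A enzyme for full effect; some results filed as inactive read as strong as hits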
# Target sequence (P31941 whole entry, looked up): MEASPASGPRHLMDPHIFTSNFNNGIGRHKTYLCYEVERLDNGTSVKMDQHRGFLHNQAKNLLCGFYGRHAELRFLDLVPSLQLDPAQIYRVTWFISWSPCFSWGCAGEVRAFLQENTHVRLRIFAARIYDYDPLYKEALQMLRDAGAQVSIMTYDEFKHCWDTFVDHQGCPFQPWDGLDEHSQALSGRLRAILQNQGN
# TIM10 inh = growth inhibitors of isogenic TIM10 control yeast, primary screen, counter-screen for tim10-1 yeast inhibitor project, luminescence, uHTS. S. cerevisiae TIM10 strain growth, BacTiter-Glo luminescence, 24 h. inhibition, % at 10 µM. 330,000 tested, 1.4% active;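 active means inhibition of 40% or more at the single tested concentration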;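 further: wild-type TIM10 isogenic control strain grown at permissive 25 °C; 0% = DMSO yeast wells and 100% = minimal medium wells without yeast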
# NLRP3 yeast inh = NALP3 inflammasome inhibitors in reconstituted yeast, primary screen, luminescence, uHTS; Yeast reconstituted NLRP3/ASC/caspase-1, beta-gal luminescence, 24 h; inhibition, % at 10 µM; 330,000 tested, 0.39% active; AID 2825, 2010;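 active means inhibition of 50% or more; inactive means inhibition below 50%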;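 further: plate controls were induced DMSO wells for no effect and uninduced yeast grown without galactose for full effect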
# hIAP block = human IAP inhibitors, primary screen, biochemical, luminescence, uHTS | Intestinal-type alkaline phosphatase (Homo sapiens), P09923 | purified IAP, CDP-Star luminescence, 30 min | inhibition, % at 10 µM | 330,000 tested, 0.12% active | AID 2544, 2010;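 active means inhibition reaching a set limit with compound at 10 µM in the primary screen, cut at about 35% in these data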;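 further: plate controls were DMSO wells with enzyme for no effect and no-enzyme buffer wells for full effect; values of inactives mirror those of a sister screen read the other way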
# tim10-1 inh = growth inhibitors of tim10-1 mutant yeast, primary screen, luminescence, uHTS | S. cerevisiae tim10-1 ts strain growth, BacTiter-Glo, 24 h | inhibition, % at 20 µM | 330,000 tested, 2.2% active | AID 463190, 2010;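 active means inhibition of at least 40%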;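 further: mutant grown at 25 °C; 0% = DMSO wells with yeast and 100% = wells holding no yeast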
# beta cell repl = inducers of MIN6 beta-cell proliferation, primary screen, ATP luminescence, uHTS; MIN6 cells proliferation, ATPlite luminescence, 48 h; cells starved in 0.2% serum; 100% = growth in 10% serum; proliferation, % at 10 µM; 330,000 tested, 0.29% active; AID 2380, 2010;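 active means compounds whose signal lies at least 3.5 SD above the mean of all wells on their plate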;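 further: 0% = DMSO-treated cells in low-serum medium and 100% = 10% serum control; some compounds called inactive have numbers as strong as hits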
# mIAP inh = inhibitors of mouse IAP, primary screen, biochemical, luminescence, uHTS | purified mouse IAP, CDP-Star luminescence, 30 min | intestinal alkaline phosphatase [Mus musculus] | AID 2806, 2010 | inhibition, % at 10 µM | 330,000 tested, 0.2% active;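 active means inhibition of at least 40% at 10 µM in the primary screen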;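 further: plate controls were DMSO with enzyme for no effect and no enzyme wells for full effect; values of inactives mirror those of a sister screen read the other way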
# Numbers without * were called inactive.
SMILES,A3G deaminase,mIAP activ,A3A deaminase,TIM10 inh,NLRP3 yeast inh,hIAP block,tim10-1 inh,beta cell repl,mIAP inh
O=Cc1ccc(N2CCCC2)c([N+](=O)[O-])c1,-6,0.88,1,-5,14,4,3,0,12
COc1cccc(NC(=O)NNC(=O)C(C)Oc2ccc3ccccc3c2)c1 (stereo not given),-6,0.99,0,0,16,-57,-4,4,1
Cn1c(=O)c([N+](=O)[O-])c(N2CCSCC2)c2ccccc21,5,1,2,1,7,-1,14,-1,0
Cc1cc2n(n1)C(c1cn(-c3ccccc3)nc1C)Nc1c(C)cccc1-2 (stereo not given),-7,1,-4,13,6,-6,32,-2,-3
Brc1ccc(-c2nnc3sc(CNCc4ccc5c(c4)OCO5)cn23)cc1,-5,1.1,-2,17,16,25,9,-5,-8
CCc1cc(=O)oc2cc(C)c(CN3CCCC(C)C3)c(O)c12 (stereo not given),3,0.84,18,12,-8,2,19,-2,16
COC(=O)CN1C(=O)[C@H]2[C@@H](C3CC3)N3C(=O)CN(CCO)C(=O)[C@@]3(Cc3ccccc3)[C@H]2C1=O,-6,1,-2,-2,5,7,-10,1,-1
Cc1ccsc1C(=O)Nc1ccccc1N1CCCC1,-7,1,0,2,14,-24,-11,-2,-4
CCN(CC)S(=O)(=O)c1ccc(-c2nnc(SCc3nnc(-c4ccccc4)o3)o2)cc1,7,1,-1,-8,3,4,-1,-4,-5
COc1cc(/C(C)=N/NC(=O)CN2CCN(S(=O)(=O)c3ccc(C)cc3)CC2)ccc1O,-4,1,-1,0,-6,-6,-4,-2,-4
C[C@@H](C(=O)NCCc1ccc(F)cc1)N1C(=O)N2CCc3c([nH]c4ccccc34)[C@@]2(C)C1=O,-12,1,-3,8,9,14,20,-2,-1
CC(C)CC(c1nnnn1Cc1ccccc1)N1CCN(C(=O)c2ccco2)CC1 (stereo not given),-1,1.1,5,-13,5,2,16,-3,-6
CCOCCCNC(=O)c1ccc2c(c1)ncn2-c1ccccc1OC,-4,0.95,-1,12,12,-14,0,0,5
O=C(CCCOc1ccc(Cl)cc1)NC1CCCCC1,-4,1,-3,2,31,-35,9,-3,-2
CCOCCCn1c(SC(C)C(=O)NCC2CCCO2)nc2sc(C)c(C)c2c1=O (stereo not given),-1,0.99,0,6,2,-4,1,-1,1
COc1ccc(CNC(=O)CN(c2ccc(OC)c(Cl)c2)S(=O)(=O)c2ccc(C)cc2)cc1,20,1.1,0,8,2,13,18,-4,-9
O=C(O)CSc1nnc(COc2cccc3ccccc23)o1,0,1,-7,8,7,-9,4,-2,0
O=C1Cc2cc([N+](=O)[O-])ccc2N1c1c(Cl)cccc1Cl,0,0.91,12,13,38,16,19,-7,10
O=C(CN1C(=O)c2ccccc2C1=O)NCCc1c[nH]c2ccccc12,-11,1,-3,3,7,10,8,-4,-5
Oc1ccc(/C=N/Nc2nc(-c3ccccc3F)nc3ccccc23)c(O)c1,-3,0.89,-4,39,15,-47,33,-6,12
O=c1cc(-c2ccccc2)[nH][nH]1,-2,1,-2,19,6,0,15,-3,-5
Cc1cc(N2C(=O)C3C4C=CC(C4)C3C2=O)no1 (stereo not given),-4,0.94,2,4,-4,1,10,1,6
O=C(/C=C/c1ccccc1)N(c1ccccn1)C1CCCCC1,-4,0.93,-1,12,11,-6,43*,-2,7
COc1cccc(-c2nnc(N)o2)c1,-4,1,-2,7,20,1,-8,-1,-1
COc1cc(-n2c(=O)c3ccccc3n(CC(=O)c3ccc(Br)cc3)c2=O)cc(OC)c1OC,-5,1,-4,5,0,1,9,-2,-3
COc1ccc(S(=O)(=O)N(C(=O)c2ccncc2)c2ccc3oc4c(c3c2)CCCC4)cc1,1,0.77,-1,19,5,5,29,0,23
CCn1c(/C=C/Nc2ccccc2)[n+](CC)c2ccc(Cl)cc21,16,0.98,29,18,7,-14,16,0,2
CCOc1ccc(C(C)=O)cc1NC(=O)/C=C\C(=O)O,8,1.1,-1,7,12,-2,12,-2,-10
N=C1C(c2ccccc2)=C(O)CN1NC(=O)c1ccc(Cl)cc1,-4,0.99,4,11,-4,-5,5,2,1
Nc1ccccc1C(=O)NNc1ncc(C(F)(F)F)cc1Cl,-5,0.85,-1,6,18,-24,1,-4,15

# Quoted at random: five compounds from above
SMILES,A3G deaminase,mIAP activ,A3A deaminase,TIM10 inh,NLRP3 yeast inh,hIAP block,tim10-1 inh,beta cell repl,mIAP inh
Oc1ccc(/C=N/Nc2nc(-c3ccccc3F)nc3ccccc23)c(O)c1,-3,0.89,-4,39,15,-47,33,-6,12
O=C(CN1C(=O)c2ccccc2C1=O)NCCc1c[nH]c2ccccc12,-11,1,-3,3,7,10,8,-4,-5
CCOc1ccc(C(C)=O)cc1NC(=O)/C=C\C(=O)O,8,1.1,-1,7,12,-2,12,-2,-10
O=C(/C=C/c1ccccc1)N(c1ccccn1)C1CCCCC1,-4,0.93,-1,12,11,-6,43*,-2,7
COc1cc(-n2c(=O)c3ccccc3n(CC(=O)c3ccc(Br)cc3)c2=O)cc(OC)c1OC,-5,1,-4,5,0,1,9,-2,-3

# Following part.
SMILES,A3G deaminase,mIAP activ,A3A deaminase,TIM10 inh,NLRP3 yeast inh,hIAP block,tim10-1 inh,beta cell repl,mIAP inh
CO[C@H]1C=CO[C@@]2(C)Oc3c(C)c(O)c4c(O)c(c(C=NN5CCN(C)CC5)c(O)c4c3C2=O)NC(=O)C(C)=CC=C[C@H](C)[C@H](O)[C@@H](C)[C@@H](O)[C@@H](C)[C@H](OC(C)=O)[C@@H]1C,-2,0.85,5,16,30,12,34,-4,15
CCn1c2ccccc2c2cc(NC(=O)CCCN3C(=O)CCC3=O)ccc21,-5,1.1,-3,-9,22,-3,-18,1,-8
Cc1cc(C)n(-c2nc3ccccc3nc2Nc2ccc(CC(=O)O)cc2)n1,-2,0.9,0,17,10,-6,28,-2,10
Cc1nc2ccc(NC(=O)CCC3CCCC3)cc2s1,-4,1.1,2,-5,-2,-16,6,0,-12
O=C1OC(N2C(=O)CC[C@H]2C(=O)Nc2ccc3c(c2)OCO3)c2ccccc21 (stereo not given in full),-1,1.1,0,-2,22,7,-23,2,-8
CC(=O)NC(Cc1ccccc1)C(=O)NC1CCN(c2ncccc2[N+](=O)[O-])CC1 (stereo not given),-5,0.91,-6,-7,8,10,10,0,9
Cc1cccc(C(=O)N/N=C/c2ccc(OC3CSC3)cc2)c1,-7,0.93,-4,-1,1,5,6,-4,7
CC(C)OP(=O)(c1ccc(N(C)C)cc1)C(O)c1ccccc1F (stereo not given),-2,1,-2,9,-1,-15,24,2,-4
COc1ccccc1N(CC(=O)NC1CCCC1)C(=O)CCC(=O)Nc1ccccn1,-7,1,-2,13,2,1,-3,0,-2
Cc1cccc(NC(=O)C(C)C(=O)c2ccccc2)c1 (stereo not given),-8,0.99,-9,2,21,7,13,1,1
CN(/N=C/c1cc(Br)cc(Br)c1O)c1cccc(C(F)(F)F)n1,-6,0.84,-3,18,28,-1,20,-5,16
O=C(CSc1nc(C2CC2)nc2ccccc12)NCc1ccc2c(c1)OCO2,-9,1,1,-2,-4,17,12,-2,-1
O=C(N/N=C/c1ccccn1)c1cccc(S(=O)(=O)N2CCCC2)c1,-5,0.94,-3,-11,9,-25,-2,-1,6
CCN(CC)c1nc(N)c2c(N)n(-c3ccccc3C)c(=S)c(C#N)c2c1C#N,-6,0.87,-5,12,18,-2,12,-2,13
CCCCn1c(N)c(N(CC(C)C)C(=O)C2CSC3(C)CCC(=O)N23)c(=O)[nH]c1=O (stereo not given),-10,0.97,8,-3,5,-5,-1,-3,3
O=C(CCCN1C(=O)/C(=C/c2cccs2)SC1=S)Nc1cc([N+](=O)[O-])ccc1O,2,0.9,7,-14,3,22,5,-3,10
CCCOc1ccc(-c2cc3onc(-c4ccccc4)c3c(=O)n2C)cc1,-8,0.9,-4,5,7,4,-1,-5,10
CCOC(=O)CCC(=O)N1CCOCCN(C(=O)CCC(=O)OCC)CCOCC1,2,0.98,2,-7,9,4,9,4,2
CCOc1cc(S(=O)(=O)N2CCN(C(=O)c3ccco3)CC2)ccc1F,-1,1.1,4,-5,26,-25,13,-1,-10

# In the list so far, these have a nitro group on carbon.
SMILES,A3G deaminase,mIAP activ,A3A deaminase,TIM10 inh,NLRP3 yeast inh,hIAP block,tim10-1 inh,beta cell repl,mIAP inh
O=Cc1ccc(N2CCCC2)c([N+](=O)[O-])c1,-6,0.88,1,-5,14,4,3,0,12
Cn1c(=O)c([N+](=O)[O-])c(N2CCSCC2)c2ccccc21,5,1,2,1,7,-1,14,-1,0
O=C1Cc2cc([N+](=O)[O-])ccc2N1c1c(Cl)cccc1Cl,0,0.91,12,13,38,16,19,-7,10
CC(=O)NC(Cc1ccccc1)C(=O)NC1CCN(c2ncccc2[N+](=O)[O-])CC1 (stereo not given),-5,0.91,-6,-7,8,10,10,0,9
O=C(CCCN1C(=O)/C(=C/c2cccs2)SC1=S)Nc1cc([N+](=O)[O-])ccc1O,2,0.9,7,-14,3,22,5,-3,10

# Screens as filed in PubChem BioAssay.
